HTRA1 inh: inhibitors of human serine peptidase HTRA1. Q92743. recombinant HTRA1, FP-rhodamine activity-based probe, fluorescence polarization. inhibition, % at 5.96 µM. 340,000 tested, 0.5% active; in the data active = inhibition above about 36%;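 note: 0% = enzyme with DMSO and 100% = wells lacking enzyme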
SMARCA2 activ: increases SMARCA2 function in MMTV reporter cells. MG213 cells, MMTV-luciferase reporter, dexamethasone, overnight. activation, % at 9.1 µM. 370,000 tested, 1% active; in the data active = activation above about 7.8%;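 note: 0% = vehicle wells and 100% = reference activator wells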
ASAP1 GAP inh: blocks human ASAP1-stimulated Arf1 GTP hydrolysis; Q9ULH1; GDP FP detection; inhibition, % at 16.5 µM; 360,000 tested, 0.19% active; AID 624377; in the data active = inhibition above about 25%;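 note: 0% = vehicle with enzyme and substrate and 100% = no enzyme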
PG9 Ab binder: small molecules binding HIV-1 gp120 antibody PG9. 360,000 tested, 0.43% active. inhibition, % at 6.7 µM. TR-FRET gp120-PG9 antibody binding; in the data active = inhibition above about 8.5%
rCAG binder: r(CAG) repeat RNA binding | TO-PRO-1 dye displacement fluorescence | inhibition, % at 3 µM | 370,000 tested, 1.3% active | AID 651821;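 active = inhibition above the plate cutoff, the mean of all test compounds on that plate plus 3 SD, cut at about 35% in these data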;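 note: 0% = DMSO alone and 100% = 100 µM mitoxantrone as full dye displacement; higher means more dye released from RNA so lower well fluorescence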
NPR2 activator: GC-B (human) receptor activation; P20594; HEK293-GC-B cells, CNP EC30, cGMP TR-FRET; 0% at EC30 CNP, 100% saturating CNP; activation, % at 10 µM; 370,000 tested, 0.11% active; AID 1920062;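 active = activation at 10 µM reaching about 35% in either raw or pattern-adjusted values, limit read from the data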
GC-A act: GC-A (human) enzyme activation; P16066; HEK293 GC-A cells, cGMP TR-FRET, EC30 ANP; 0% at EC30 ANP, 100% saturating ANP; 370,000 tested, 0.14% active; activation, % at 10 µM; in the data active = activation above about 40%
Target sequence (P16066 whole entry, looked up): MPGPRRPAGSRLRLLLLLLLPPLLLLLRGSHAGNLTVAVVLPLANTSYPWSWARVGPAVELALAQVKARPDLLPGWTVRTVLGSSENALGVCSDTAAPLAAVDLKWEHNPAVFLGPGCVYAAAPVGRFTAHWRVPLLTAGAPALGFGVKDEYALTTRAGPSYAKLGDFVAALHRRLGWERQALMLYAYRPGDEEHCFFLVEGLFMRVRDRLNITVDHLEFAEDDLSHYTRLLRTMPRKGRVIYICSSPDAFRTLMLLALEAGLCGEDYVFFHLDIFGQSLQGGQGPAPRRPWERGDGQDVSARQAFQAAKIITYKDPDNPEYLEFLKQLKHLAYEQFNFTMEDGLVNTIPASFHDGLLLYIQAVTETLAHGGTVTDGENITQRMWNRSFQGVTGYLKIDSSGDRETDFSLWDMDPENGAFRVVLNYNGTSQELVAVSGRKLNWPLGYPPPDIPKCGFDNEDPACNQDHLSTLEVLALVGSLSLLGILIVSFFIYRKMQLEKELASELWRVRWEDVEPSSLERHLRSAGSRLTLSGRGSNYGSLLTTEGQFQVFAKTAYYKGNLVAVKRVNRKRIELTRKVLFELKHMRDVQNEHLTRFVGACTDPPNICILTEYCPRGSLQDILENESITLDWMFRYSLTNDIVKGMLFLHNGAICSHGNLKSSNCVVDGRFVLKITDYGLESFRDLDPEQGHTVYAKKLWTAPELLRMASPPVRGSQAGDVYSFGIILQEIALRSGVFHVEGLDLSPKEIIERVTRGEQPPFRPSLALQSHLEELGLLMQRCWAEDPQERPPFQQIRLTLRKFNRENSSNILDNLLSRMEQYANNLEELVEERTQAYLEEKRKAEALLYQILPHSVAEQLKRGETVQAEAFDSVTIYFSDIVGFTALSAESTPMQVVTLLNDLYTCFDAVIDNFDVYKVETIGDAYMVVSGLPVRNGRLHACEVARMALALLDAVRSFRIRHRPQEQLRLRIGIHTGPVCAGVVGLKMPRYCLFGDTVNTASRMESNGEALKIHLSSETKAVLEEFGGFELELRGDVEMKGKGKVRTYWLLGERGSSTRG
Rev-erbA mod: Rev-erb alpha (human) modulation; activity, % at 10 µM; Rev-erbα–FITC-DNA binding, fluorescence polarization, 90 min; P20393; 370,000 tested, 0.79% active;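 active = activity above about 14%, limit read from the data; passing the limit was not always enough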;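 note: 0% = DMSO wells with 35 nM protein and 100% = DMSO wells with 750 nM protein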
mABHD4 FP: ABHD4 (mouse) inhibition, primary FP screen; Q8VD66; purified mABHD4, FP-Rh probe fluorescence polarization; inhibition, % at 8.92 µM; 370,000 tested, 0.54% active;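 active = inhibition exceeding the mean over every tested compound plus 3 SD, cut at about 30% in these data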;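 note: 0% = plate median of compound wells and 100% = S159A mutant with DMSO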
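assay system = mABHD4 protein | compound dosing = single nominal dose of 8.92 µM, 0.89% DMSO final | read-out basis = percent inhibition of probe binding, normalized to plate controls | schedule = Enzyme–compound pre-incubation 45 min, then probe 60 min, both 25 °C | detection = fluorescence polarization, excitation 525 nm, emission 598 nm, BODIPY TMR filters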
ARFGAP1 inh: rat ARFGAP1 inhibition; Q62848; Arfgap1-stimulated ARF1 GTP hydrolysis, GDP FP detection; inhibition, % at 16.5 µM; 360,000 tested, 0.26% active;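 active = inhibition above a per-plate limit, mean inhibition of low control wells plus 3 SD, cut at about 25% in these data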;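 note: 0% = DMSO wells with enzyme and 100% = wells lacking Arfgap1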
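Repeats: one replicate per compound; assay system: rat Arfgap1 catalytic domain, aa 1-136; times: enzyme reaction 120 min at 25 °C after 20 min preincubation; detection: FP of antibody-bound GDP Alexa 633 tracer, ex 620/em 688 nm; benchmarks: high control wells lacking Arfgap1, low control full reaction with DMSO; reagent: human ARF1(Δ1-17)-GTP substrate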
* = called active by the depositor; nt = not tested or not shown.

SMILES	HTRA1 inh	SMARCA2 activ	ASAP1 GAP inh	PG9 Ab binder	rCAG binder	NPR2 activator	GC-A act	Rev-erbA mod	mABHD4 FP	ARFGAP1 inh
COc1ccc(NC(=O)CSc2nnc(-c3cc(C)[nH]n3)n2N)cc1	2	-3	-7	0.4	-3	4	1	4	0	7
CC(=O)Nc1ccc(SC(C)C(=O)NC(N)=O)cc1 (configuration not stated)	4	-4	-13	-1.8	1	1	4	3	-1	-1
CCOC(=O)CNC(=O)CSc1nc2cccnc2n1CC	7	-2	-5	-1.1	-3	0	0	-4	-1	8
O=C(NCCCN1CCCC1)c1ccc(CS(=O)(=O)c2ccc(Br)cc2)o1	-2	9.5*	2	0.1	3	-2	1	-4	-2	0
CCCCN(C)C(=S)Nc1ccc2nc3n(c(=O)c2c1)CCCCC3	-4	2	-11	-0.6	-4	-4	-3	-1	1	2
CC1=C(CC(=O)NCC(=O)NCC(=O)O)c2cc(F)ccc2/C1=C/c1ccc(S(C)=O)cc1 (configuration not stated)	-3	-1	-14	-2.4	3	3	-1	-1	2	-1
C[C@@H](C(=O)NCCc1c[nH]c2ccccc12)[C@@H]1C[C@@]1(C)[C@@H](NC(=O)OCc1ccccc1)c1ccccc1	-50	-1	6	0.0	11	1	-4	-1	-16	8
COc1ccccc1C(=O)Nc1ccc2c(c1)nc(CN1CCN(C(C)=O)CC1)n2C	4	3	-15	-0.5	5	-1	0	5	1	2
O=[N+]([O-])c1ccccc1/C=N/N1CCN(c2ccc(Cl)cc2)CC1	-1	0	5	-1.6	1	-3	-3	-2	2	4
O=C(NCCc1c[nH]c2ccccc12)OCc1cn(Cc2cc(F)ccc2F)nn1	nt	0	nt	nt	4	-1	2	1	1	nt
COc1cccc(-c2cc(C(=O)NN3CCOCC3)c3ccccc3n2)c1	3	-2	9	1.4	-1	-1	3	-1	-3	-3
O=C(CN1C(=O)/C(=C\c2cccc(F)c2)Oc2ccccc21)N1CCN(c2ccccn2)CC1	12	-2	1	1.7	0	1	5	3	4	5
COc1ccc(C)cc1S(=O)(=O)Nc1cc2c3c(c1)CCN3C(=O)CC2	-1	-1	-9	0.6	1	6	2	5	3	-7
c1ccc(-c2cc3c(N4CCN(c5ccccc5)CC4)ncnc3s2)cc1	-24	-1	6	1.9	3	-2	1	2	7	-3
NNC(=O)c1ccc(Oc2cc(Cl)cc(Cl)c2)o1	-6	0	10	-0.2	-2	-4	-1	-2	1	-2
CC(C)(C)NC(=O)COC(=O)c1cc(S(=O)(=O)N2CCCCC2)ccc1N1CCOCC1	-7	1	1	-1.9	-4	2	-5	-5	-5	10
N#Cc1cc(-c2ccccc2)nc(Oc2ccc(Cl)cc2)n1	-4	-4	-9	1.7	1	-4	13	-9	-19	-1
CCC(NC(=O)c1ccccc1NC(=O)c1ccc(C)cc1)C(=O)O (configuration not stated)	1	1	-11	-0.6	6	-4	0	-3	3	2
COc1cccc(C2=NOC(C(=O)N3CCN(c4ccccc4)CC3)C2)c1OC (configuration not stated)	-2	0	14	-0.5	5	-1	1	2	0	-3
Cc1c(Br)cnn1C(C)C(=O)N1CCN(c2ccc(F)cc2)CC1 (configuration not stated)	6	-2	-1	-1.1	2	-10	-6	0	-3	-4

Look-ups from the list.
`COc1cccc(C2=NOC(C(=O)N3CCN(c4ccccc4)CC3)C2)c1OC` (configuration not stated) | Rev-erbA mod: 2
`NNC(=O)c1ccc(Oc2cc(Cl)cc(Cl)c2)o1` | mABHD4 FP: 1

The results go on:
SMILES	HTRA1 inh	SMARCA2 activ	ASAP1 GAP inh	PG9 Ab binder	rCAG binder	NPR2 activator	GC-A act	Rev-erbA mod	mABHD4 FP	ARFGAP1 inh
C/C=C/C(=O)N1c2ccc(C)cc2C(C)=CC1(C)C	0	-4	2	1.6	-3	-4	-6	-2	-4	-5
CCOC(=O)c1cnc(-n2nc(C)cc2C)nc1Oc1ccc(C(=O)OC)cc1	nt	-2	5	-2.4	-1	0	-1	2	-6	5
CCn1c(CC(=O)Nc2ccc(Cl)c(Cl)c2)nnc1SCc1ccc(C)cc1	-1	-3	0	-1.9	2	-3	1	3	3	6
O=C(Nc1cccc([N+](=O)[O-])c1)c1ccc2snnc2c1	2	5	-4	-1.2	1	-4	-1	6	4	10
O=C(O)c1ccccc1NS(=O)(=O)c1ccc(NN=Cc2ccccc2F)c([N+](=O)[O-])c1	-25	0	-2	1.3	84*	-11	-6	1	26	1
CS(=O)(=O)Nc1ccc(-c2cn3c(n2)SCC3)cc1	12	2	21	-2.2	7	-2	1	-4	-1	-5
C[C@@H]1CN([C@@H](C)CO)C(=O)Cc2cc(NS(=O)(=O)c3ccccc3)ccc2O[C@H]1CN(C)Cc1ccncc1	4	1	-9	-0.3	-5	3	2	2	7	1
CCC1Oc2ccc(C)cc2N(CC(=O)NCCc2ccc(OC)c(OC)c2)C1=O (configuration not stated)	3	4	8	1.2	-1	3	-6	-4	1	5
COC(=O)c1ccc(NS(=O)(=O)c2ccc3c(c2)n(C)c(=O)n3C)cc1	-2	-3	1	2.5	1	2	4	-2	6	-9
CC(NC(=O)Cn1nc(C(=O)O)c2ccccc2c1=O)c1ccccc1 (configuration not stated)	-4	-2	0	-2.5	-1	-7	-6	-11	-6	-5
Oc1c(CN2CCCCC2)cc(Br)c2cccnc12	71*	2	-5	-2.0	-1	-2	-3	12	21	3
O=C(CSc1nccc(-c2cccs2)n1)Nc1ccc(F)c(Cl)c1	-2	2	-1	-0.1	3	-2	-2	-4	-5	-4
CC(Sc1nc2ccccc2[nH]1)C(=O)O (configuration not stated)	2	-2	-1	-0.5	2	4	-1	-7	-2	-3
Nc1ccc(-c2nnnn2-c2ccc(N)cc2)cc1	1	-1	-3	0.1	-2	-3	2	0	-1	-1
O=C(CSc1ccc(Cl)cc1)NC(=O)NC1CCCC1	-19	4	-17	-1.3	-4	2	4	-7	-6	-8
CCN(CC)S(=O)(=O)c1ccc(N2CCOCC2)c(NS(=O)(=O)c2ccc(Cl)s2)c1	0	0	1	1.1	44*	3	-1	-8	5	22
COC(=O)C(C)NC(=O)CNS(=O)(=O)c1ccc(F)cc1 (configuration not stated)	-3	-1	-5	0.7	-1	-1	-1	-4	2	-6
Cc1nnc(SCC(=O)Nc2nonc2C)s1	-3	-4	-7	-0.9	-1	4	0	2	2	2
COCCNC(=O)c1ccc2nc(Cc3ccc(OC)c(OC)c3)oc2c1	4	2	-2	1.4	-5	1	0	3	2	-10
COc1ccccc1OCC(=O)N1CCN(C(=O)c2ccco2)CC1	-3	-2	-3	-1.9	-7	-2	-2	1	10	-9

Profiles, quoted from the list:
Nc1ccc(-c2nnnn2-c2ccc(N)cc2)cc1 is listed as HTRA1 inh = 1; SMARCA2 activ = -1; ASAP1 GAP inh = -3; PG9 Ab binder = 0.1; rCAG binder = -2; NPR2 activator = -3; GC-A act = 2; Rev-erbA mod = 0; mABHD4 FP = -1; ARFGAP1 inh = -1
CCN(CC)S(=O)(=O)c1ccc(N2CCOCC2)c(NS(=O)(=O)c2ccc(Cl)s2)c1 is listed as HTRA1 inh = 0; SMARCA2 activ = 0; ASAP1 GAP inh = 1; PG9 Ab binder = 1.1; rCAG binder = 44*; NPR2 activator = 3; GC-A act = -1; Rev-erbA mod = -8; mABHD4 FP = 5; ARFGAP1 inh = 22
COC(=O)C(C)NC(=O)CNS(=O)(=O)c1ccc(F)cc1 (configuration not stated) is listed as HTRA1 inh = -3; SMARCA2 activ = -1; ASAP1 GAP inh = -5; PG9 Ab binder = 0.7; rCAG binder = -1; NPR2 activator = -1; GC-A act = -1; Rev-erbA mod = -4; mABHD4 FP = 2; ARFGAP1 inh = -6

Next section.
SMILES	HTRA1 inh	SMARCA2 activ	ASAP1 GAP inh	PG9 Ab binder	rCAG binder	NPR2 activator	GC-A act	Rev-erbA mod	mABHD4 FP	ARFGAP1 inh
CC(N)c1csc(Nc2ccc(S(C)(=O)=O)cc2)n1 (configuration not stated)	nt	-1	-8	-2.7	4	1	3	-2	0	-1
CCn1c2ccccc2c2cc(NC(=O)CSc3nnc(-c4ccccc4)n3-c3ccc(C)cc3)ccc21	nt	-3	nt	nt	11	4	0	0	2	nt
COCCNC(=O)C(C)OC(=O)c1cc2sccc2n1C (configuration not stated)	-4	-1	16	-0.8	-3	1	3	-2	0	2
S=C1NCN(Cc2ccccc2)CN1C1CCCCC1	-3	0	15	-0.1	-3	-2	2	-4	2	-10
O=C(COC(=O)CCCOc1ccccc1)NNC(=O)c1ccc([N+](=O)[O-])cc1	0	0	3	-4.1	6	2	1	4	3	1
O=C(c1cc2ccccc2oc1=O)N1CCN(Cc2ccc3c(c2)OCO3)CC1	4	-4	-2	-0.3	0	-1	3	-1	-8	-4
CC1(C)Cc2nc3oc4c(NCc5ccccc5)ncnc4c3cc2CO1	-1	-2	-14	0.5	-9	8	12	-2	3	-3
CCOC(=O)N1CCN=C1SCc1ccc(C(F)(F)F)cc1	-3	-5	-3	0.8	-5	-3	1	-5	-1	5
CC1CN(C(=O)Nc2cccc(C(F)(F)F)c2)CC(C)O1 (configuration not stated)	3	-2	11	0.8	-2	-1	-2	1	0	15
O=C1c2ccccc2C(=O)N1Nc1ccccc1	0	1	0	-0.3	-2	-2	2	4	6	0
Cc1ccc(OCC(=O)N2CCC(C)CC2)c([N+](=O)[O-])n1	1	0	2	-1.2	0	2	2	-7	5	6
O=C1CN(c2nc3ccccc3n3cnnc23)CC(=O)N1CCc1ccccc1	-6	0	-6	-2.0	5	-7	-3	1	0	-1
CCn1c(=S)[nH]c2sc3c(c2c1=O)CCCC3	3	0	-3	1.8	2	16	15	8	4	-4
CNC(=O)c1cn2c3c(ccc(Cl)c3c1=O)OC(C)C2 (configuration not stated)	5	-1	-13	-0.2	1	-1	5	-9	5	-1
Cc1ccc(S(=O)(=O)N2CCN(C(=O)COC(=O)CCOc3cc(C)ccc3C)CC2)cc1	-17	-1	-2	0.9	0	3	-4	2	1	14
CCN(CC)CCOc1nnc(-c2ccc(C)cc2)c2ccccc12	1	3	0	-2.4	-7	8	0	-2	3	-11
Cc1cc(C)n(CC(=O)N2CCCC(N3CCN(c4ccc(F)cc4)CC3)C2)n1 (configuration not stated)	-4	-1	7	-0.4	-7	1	6	-3	-1	6
CCOC(=O)c1csc(NC(=O)C2CCCN(S(=O)(=O)c3ccc(Cl)s3)C2)n1 (configuration not stated)	nt	-4	nt	nt	3	2	0	-1	-52	nt
CC(C)CCn1c(SCC(=O)NC2CCS(=O)(=O)C2)nc2cc(Cl)ccc2c1=O (configuration not stated)	5	2	8	5.4	4	-10	-10	21*	-1	-7
N#Cc1ccc(Cn2ccc3ccc(-c4ccc5ccn(C(=O)C6CC6)c5c4)cc32)cc1	nt	-2	nt	nt	21	5	2	22	-8	nt
CCC(C(=O)Nc1nc(C)c(C)s1)c1ccccc1 (configuration not stated)	1	-1	-14	0.0	-4	1	3	6	7	-1
O=C(Nc1nnc(C2=COCCO2)o1)c1cccc(F)c1	3	-1	-10	-0.7	1	1	1	0	-3	-10

Compound activity deposited in PubChem BioAssay by several laboratories.
